# Screens (PubChem)
# Hck-Nef inh – inhibitors of Nef-activated human Hck kinase, primary screen, biochemical, Z-Lyte FRET, 384-well, Hck-YEEI. Tyrosine-protein kinase HCK (Homo sapiens), P08631. Recombinant Hck-YEEI plus Nef, Z-Lyte FRET kinase assay. inhibition, % at 20 µM. 220,000 tested, 0.68% active;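 active = Hck-Nef kinase inhibition above about 50%, limit read from the data; inactive = inhibition below that limit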;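 note: 0% = DMSO with Hck plus Nef and 100% = Hck alone without Nef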
# Target sequence (P08631 whole entry, looked up): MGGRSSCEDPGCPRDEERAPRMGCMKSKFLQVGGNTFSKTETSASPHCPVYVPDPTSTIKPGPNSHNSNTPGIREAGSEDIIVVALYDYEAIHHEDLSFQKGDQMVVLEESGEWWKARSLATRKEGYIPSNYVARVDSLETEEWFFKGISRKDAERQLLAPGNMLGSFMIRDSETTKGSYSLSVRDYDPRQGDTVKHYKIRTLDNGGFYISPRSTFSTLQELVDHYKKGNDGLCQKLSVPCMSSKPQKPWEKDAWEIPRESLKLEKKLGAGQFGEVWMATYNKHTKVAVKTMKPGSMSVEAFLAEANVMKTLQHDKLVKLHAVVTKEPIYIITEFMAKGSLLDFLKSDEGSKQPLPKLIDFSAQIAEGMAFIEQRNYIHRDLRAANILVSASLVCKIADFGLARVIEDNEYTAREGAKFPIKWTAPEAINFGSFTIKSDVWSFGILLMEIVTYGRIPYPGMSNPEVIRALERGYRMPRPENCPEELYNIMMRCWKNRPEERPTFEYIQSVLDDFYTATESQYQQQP
# MDM2 E3 inh – MDM2-luciferase reporter signal enhancers, primary screen, MDM2 E3 ligase inhibitor project, cell-based, luminescence, 1536-well; cell-based MDM2 ubiquitination luciferase reporter, 2 h; 0 = plate control, 100 = twice control, blank-subtracted; AID 1230, 2008; 210,000 tested, 0.11% active; signal enhancement, % at 5 µM; E3 ubiquitin-protein ligase Mdm2 (Homo sapiens), Q00987;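 active = signal enhancement of 30% or more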;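 note: luminescence tracks abundance of the self-degrading MDM2-luciferase fusion protein; higher signal means inhibition of MDM2 E3 ligase activity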
# Target sequence (Q00987 whole entry, looked up, the tested form may be a part): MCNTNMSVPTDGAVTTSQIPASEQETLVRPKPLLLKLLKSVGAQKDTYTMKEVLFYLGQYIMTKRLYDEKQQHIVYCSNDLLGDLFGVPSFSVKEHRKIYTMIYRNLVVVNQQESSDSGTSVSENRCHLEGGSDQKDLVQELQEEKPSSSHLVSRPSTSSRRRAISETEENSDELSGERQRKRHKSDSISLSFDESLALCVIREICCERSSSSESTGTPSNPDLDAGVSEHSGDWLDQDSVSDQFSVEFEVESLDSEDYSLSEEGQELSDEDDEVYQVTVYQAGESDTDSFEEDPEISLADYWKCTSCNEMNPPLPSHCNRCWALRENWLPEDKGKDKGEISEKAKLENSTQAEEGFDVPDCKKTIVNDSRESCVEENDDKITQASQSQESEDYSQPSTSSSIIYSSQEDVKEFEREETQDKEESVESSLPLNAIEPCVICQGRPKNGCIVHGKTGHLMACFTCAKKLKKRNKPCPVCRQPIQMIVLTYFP
#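 Assay system: stable mammalian line carrying autodegrading MDM2–luciferase fusion reporter; Input: 2000 cells in each well; Compound dosing: single-point 5 µM; Schedule: 2 h compound exposure at 37 °C; Signal: SteadyLite luciferase luminescence after 15 min room-temperature reagent incubation; Evaluation: % luminescence enhancement versus blank-corrected plate control mean; Benchmarks: plate controls and plate blanks.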
# Runt-SMMHC FRET – inhibitors of RUNX1 Runt–CBFb-SMMHC binding, primary screen, biochemical, FRET, Cerulean-Runt, Venus-CBFb-SMMHC, uHTS. inhibition, % at 20 µM. AID 1434, 2008. Runt-related transcription factor 1 (Homo sapiens) + Core-binding factor subunit beta …. 220,000 tested, 0.74% active. Cerulean-Runt/Venus-CBFb-SMMHC FRET ratio 530/480, 1 h;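 active = mean inhibition across duplicate retests at 20 µM reaching about 50%, limit read from the data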;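 note: 0% = DMSO wells and 100% = wells with excess untagged CBFb-SMMHC; inhibitors lower the FRET ratio by blocking Runt binding to CBFb-SMMHC; some results filed as inactive read as strong as hits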
# NPY-Y1 antag – NPY-Y1 receptor antagonists, primary screen, cell-based; Neuropeptide Y receptor type 1 (Homo sapiens), P25929; HEK293-CNG Y1 cells, membrane potential fluorescence; NPY at EC95, then isoproterenol; inhibition, % at 3.6 µM; 200,000 tested, 1% active;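 active = inhibition above the campaign mean inhibition of all tested compounds plus 3 SD, cut at about 20% in these data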;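 note: 0% = DMSO wells given NPY plus isoproterenol and 100% = isoproterenol alone without NPY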
#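 Material: HEK293 cells co-expressing NPY Y1 receptor and cyclic-nucleotide gated channel. Timing: compound incubation 1 h at room temperature, readout 45 min post-stimulation. Signal: fluorescence, membrane potential probe.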
# NPY-Y1 PAM-ag – NPY-Y1 receptor potentiators or agonists, primary screen, cell-based; Neuropeptide Y receptor type 1 (Homo sapiens), P25929; NPY-Y1 expressing cells, potentiator/agonist activation; activation, % at 3.6 µM; 220,000 tested, 0.37% active; in the data active = activation above about 33%, passing the limit was not always enough;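 note: cells stimulated with NPY at EC10 then isoproterenol at EC100; 0% = low agonist plus stimulus and 100% = saturating agonist plus stimulus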
# NPY-Y2 PAM-ag – NPY-Y2 potentiators or agonists, primary screen, cell-based; activation, % at 3.6 µM; Neuropeptide Y receptor type 2 (Homo sapiens), P49146; cells expressing NPY-Y2, potentiator/agonist read-out; 220,000 tested, 0.45% active; in the data active = activation above about 27%;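 note: cells stimulated with NPY near EC25 plus isoproterenol at EC100; 0% = vehicle plus submaximal agonist and 100% = vehicle plus saturating agonist; some results beyond the cut were filed as inactive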
# p97 inhibitor – inhibitors of human p97 ATPase, primary screen, biochemical; AID 1481, 2009; 220,000 tested, 0.42% active; recombinant p97 ATPase, Kinase-Glo ATP luminescence, 3 h; inhibition, % at 8 µM; Transitional endoplasmic reticulum ATPase (Homo sapiens), P55072; in the data active = inhibition above about 15%;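 note: 0% = DMSO vehicle and 100% = wells lacking enzyme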
# Runt-CBFb FRET – inhibitors of RUNX1 Runt–CBFb binding, primary screen, biochemical, FRET, Cerulean-Runt, Venus-CBFb, uHTS. Cerulean-Runt/Venus-CBFb FRET ratio 530/480, 1 h. inhibition, % at 20 µM. 220,000 tested, 0.46% active. AID 1496, 2009;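 active = inhibition over about 50% at 20 µM in the single-dose screen, limit read from the data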;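 note: 0% = DMSO wells and 100% = excess unlabeled CBFb competitor control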
#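 Schedule: protein complex preformed 1 h, compound exposure 1 h, room temperature, dark; test system: Cerulean-labeled Runt domain protein; amount: 100 nM per protein; buffer or medium: Tris 50 mM pH 7.5, KCl, K2SO4, 0.01% BSA; read-out: loss of energy transfer signal; detection: FRET fluorescence; controls: 5 µM unlabeled CBFb as full-inhibition high control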
# RBBP9 inh – human RBBP9 inhibitors, primary screen, biochemical, fluorescence polarization, FP-Rh probe, HTS | inhibition, % at 7.94 µM | recombinant RBBP9 | 220,000 tested, 0.2% active;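 active = inhibition above the campaign mean of all tested compounds plus 3 SD, cut at about 14% in these data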;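 note: plate controls were DMSO wells with RBBP9 for no effect and wells lacking RBBP9 protein for full effect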
#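 Test system – recombinant human RBBP9 · Input – RBBP9 2.5 µM in dispensing solution, pre-mixing · Medium – Tris buffer pH 8.0, NaCl, Pluronic · Schedule – preincubation 30 min plus labeling 45 min at 25 °C · Measured by – fluorescence polarization · Measure – % inhibition · Controls – DMSO and no-protein wells · Replicates – one well per compound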
# * marks the source's active call; other numbers are inactive results; nt = not tested or not shown.
SMILES,Hck-Nef inh,MDM2 E3 inh,Runt-SMMHC FRET,NPY-Y1 antag,NPY-Y1 PAM-ag,NPY-Y2 PAM-ag,p97 inhibitor,Runt-CBFb FRET,RBBP9 inh
CCCn1c(N2CCN(CC(=O)NCc3cccs3)CC2)nc2ccccc21,0,-16,-17,4,-16,-6,-4,-2,-5
Cc1nn(C)cc1-c1csc(N)n1,7,-11,-3,5,-7,-3,-1,0,-3
Cc1ccc(/C=N/Nc2cc(C)nc(NCc3ccccc3)n2)cc1,-1,-12,0,nt,-68,-60,-4,2,-12
CCSc1ccccc1C(=O)NCCc1ccccc1,-7,-5,0,8,12,6,2,2,-6
O=C1OC(c2ccccc2)=C/C1=C\N1CCOCC1,4,-2,-1,-2,-2,-19,7,1,-2
CC(=O)c1cc2c(=O)c3cc(C)ccc3oc2nc1C,2,-2,4,-2,-6,-1,-9,-1,-3
COC(=O)c1sc(S(=O)(=O)NC(C)C(=O)O)c(C(=O)OC)c1C (stereo unspecified),24,-7,-2,0,9,4,3,1,1
CCOC(=O)Cn1c(=O)c(C#N)cn(C(C)C)c1=O,16,-8,-1,nt,-7,2,2,1,-4
O=C(CCc1nnc(CCCc2ccccc2)o1)NCCN1CCOC1=O,25,-4,nt,2,-5,-6,-1,nt,-5
NC(=O)NCc1cccc(Cl)c1,1,-7,0,9,24,6,1,-5,-7
Cc1cc(-c2nn(-c3ccccc3F)cc2CN2CCC(C(N)=O)CC2)c(C)s1,-5,-12,0,4,-6,-11,1,-1,3
O=C(CS(=O)(=O)Cc1ccccc1)Nc1nc2ccccc2s1,1,-8,2,0,-15,6,1,0,-4
O=C(O)c1ccc(CSc2nc(-c3ccc(Cl)cc3)cc(C(F)(F)F)n2)cc1,1,-2,-10,1,-2,8,2,-2,-10
O=C(O)c1cc(S(=O)(=O)N2CCCCC2)ccc1F,2,3,-1,1,19,-26,0,-1,8
O=S1(=O)CC2SC(=S)N(Cc3ccccc3)C2C1 (stereo unspecified),6,-8,1,nt,17,11,5,0,10
COc1ccc(-n2cc(CNCCc3cnc[nH]3)c(-c3cccc(F)c3)n2)cc1,17,-10,nt,12,10,-8,5,nt,-8
Fc1ccc(Sc2nc(-c3ccccc3)nnc2C(F)(F)F)cc1,1,20,3,4,-26,-26,-3,2,4
CCc1nnc(NC(=O)c2cc(C)nc3ccccc23)s1,23,7,1,4,-8,2,5,-2,3
N#Cc1c(C(F)(F)F)cc(-c2cccs2)nc1SCC(=O)O,3,6,-7,nt,15,15,9,1,-1
O=C1C(=O)c2c(C(=O)c3ccccc3)coc2-c2ccccc21,0,3,1,-2,-13,7,4,3,-4
CCc1cccc2c(C(=S)N3CCOCC3)c[nH]c12,14,2,-1,0,-12,-3,4,-1,-12
O=S(=O)(/N=C(/Nc1ccc(F)cc1F)c1ccc(Cl)cc1)c1ccccc1,-1,-18,-2,2,2,4,-3,-1,-9
O=[N+]([O-])c1cc2c(c(CSc3nnc4ccccn34)c1)OCOC2,3,7,-5,-2,-2,5,8,0,3
Cc1cc(C)c(C#N)c(SCc2ccc(C#N)cc2)n1,0,-11,-2,-5,-6,-11,1,-1,-3
Cc1ccc(S(=O)(=O)NCC[C@@]2(C)C3CCC2(C)C(=O)C3)cc1 (stereo partly specified),4,-7,0,nt,9,-6,-2,-1,-6
O=C(NC1CCCC1)C(c1ccccc1)N(Cc1ccc2c(c1)OCO2)C(=O)Cc1cccs1 (stereo unspecified),10,nt,1,23*,-34,-8,-4,-3,-7
O=C(Nc1ccccc1C(=O)Nc1nnc(C(F)(F)F)s1)c1ccccc1,8,-36,0,nt,6,22,-1,-2,-5
CCCOc1ccc(N2C(=O)CC(NNC(=O)c3ccc(COc4ccccc4)o3)C2=O)cc1 (stereo unspecified),1,-12,-3,2,6,-3,5,-3,-8
c1ccc(C2CC(c3ccccc3)n3ncnc3N2)cc1 (stereo unspecified),7,-43,1,0,-22,-10,5,-1,4
COc1cccc(-n2nnc3c(=O)n(Cc4ccccc4Cl)cnc32)c1,7,-9,-6,1,-11,11,8,-2,-2
O=C(COC(=O)/C=C/c1cccc([N+](=O)[O-])c1)NCc1ccc2c(c1)OCO2,6,-11,-2,10,-8,-8,-3,2,-6
CC(NC(=O)c1ccccc1)C(c1cccs1)N1CCOCC1 (stereo unspecified),1,-10,1,-2,4,-4,9,-1,-4
O=C(Cc1noc2ccccc12)Nc1ccc(Cl)cc1,-1,1,3,2,17,5,0,-5,-1
CCOC(=O)c1ccc(NC(=O)NS(=O)(=O)c2ccc(C)cc2)cc1,0,0,1,-4,3,4,3,1,-5
CC(=O)NC(CC(=O)Nc1ccc(S(=O)(=O)N2CCCCC2)cc1)c1ccccc1 (stereo unspecified),6,nt,3,2,5,0,4,2,10
COc1ccc(N2CCN(C(=O)c3ccc(F)cc3)CC2)c([N+](=O)[O-])c1,-7,1,-7,-1,-6,10,1,1,6
CC(C)Sc1ccc(C(=O)Nc2ccc(F)cc2F)cn1,-14,0,3,-3,9,-19,2,-1,-1
COc1cc(OC)c(NC(=O)CCCn2c(=O)oc3ccccc32)cc1Cl,7,0,1,10,14,2,6,0,0
Cc1ccc(S(=O)(=O)/N=C2/C=C(Sc3ncn[nH]3)C(=O)c3ccccc32)cc1,5,5,43,2,-36,-8,23*,14,1
CC(C)[C@H](NC(=O)NCCC1=CCCCC1)C(=O)O,20,-16,0,nt,8,-14,2,2,-3
Cc1c(C(=O)O)c(C(=O)O)nc2ccc(N3CCOCC3)cc12,35,-19,14,-1,-1,3,10,29,-2
Cc1cc(C)c(NC(=S)N2CCCC2C(=O)O)c(C)c1 (stereo unspecified),0,-7,22,10,-3,20,-1,43,-7
CC(Oc1ccc(Cl)cc1Cl)C(=O)Nc1ccncc1 (stereo unspecified),-1,-25,2,-3,14,26,3,-1,-4
CCc1nc(SCc2cccnc2)c2c(=O)n(C)c(=O)n(C)c2n1,1,-2,0,1,-11,4,-6,-3,-5
COc1ccc(C(=O)NCCCn2ccnc2)cc1,-1,-17,0,-4,12,-4,0,0,3
CCCCCCC(=O)Nc1c(O)c2ccccc2[nH]c1=O,-8,-16,-6,-1,-8,2,4,9,-4
Cc1nc2sccn2c(=O)c1Br,0,-9,-4,0,-6,-3,-4,-7,-3
Cc1cc(/C=C2\SC(=S)N(Cc3ccco3)C2=O)c(C)n1-c1ccccc1,1,-49,-106,3,-5,12,5,-19,5
CCOc1ccccc1NC(=O)N1CCN(S(C)(=O)=O)CC1,13,-43,0,-3,4,-7,1,-2,-1
CCN(CC(=O)NCCc1ccccc1)S(=O)(=O)c1ccc(Br)cc1,1,-3,-4,5,-19,-17,1,0,-3
CCOC(=O)N1CCN(C(=O)c2cc(C)c3c(C)nn(-c4ccccc4)c3n2)CC1,1,-3,8,-3,-1,8,2,-2,2
COC(=O)C(NNc1ccccc1C)(NC(=O)c1ccc(F)cc1)C(F)(F)F (stereo unspecified),-15,-15,-2,2,-25,-5,5,-1,4
O=C(CSc1ccccn1)N/N=C/C=C/c1ccccc1,4,-4,0,5,22,5,5,0,-7
CCOc1ccc(NC(=S)N(CCN2CCOCC2)Cc2ccc3c(c2)CCCN3CC)cc1,36,5,2,3,-4,-8,2,-1,8
COc1ccc(S(=O)(=O)N2CCC(C(=O)NCc3ccccn3)CC2)cc1OC,-12,-18,0,7,7,21,5,2,-2
CC(C)(C)NC(=O)c1c(F)c(F)c(F)c(F)c1F,1,-89,2,1,-1,14,-3,-1,2
Cc1ccc2c(c1)c1ncnc(N3CCc4ccccc4C3)c1n2C,11,-7,4,20,-31,-22,-3,-2,-5
Cn1cc(CNC(=O)c2cc(-c3ccc(Br)cc3)nc3ccccc23)cn1,7,-11,0,15,18,-12,1,-9,6
O=C(Nc1cc(S(=O)(=O)N2CCOCC2)ccc1O)c1ccco1,-2,-4,-10,0,3,-7,-6,8,-1
O=S(=O)(NCC(c1ccco1)N1CCN(c2ccccc2F)CC1)c1ccccc1 (stereo unspecified),4,-2,-1,5,14,6,-2,-2,-5
# Next part.
SMILES,Hck-Nef inh,MDM2 E3 inh,Runt-SMMHC FRET,NPY-Y1 antag,NPY-Y1 PAM-ag,NPY-Y2 PAM-ag,p97 inhibitor,Runt-CBFb FRET,RBBP9 inh
O=C(NC(=S)Nc1nc(-c2ccccc2)cs1)c1cncc(Br)c1,2,-6,2,3,30,2,3,nt,-10
O=C(Nc1nc(N2C(=O)c3ccccc3C2=O)n(-c2ccccc2)n1)c1ccc(F)cc1,0,-24,4,-1,7,5,5,0,-9
CC(=O)c1ccc(NC(=O)Cn2nc(C)c([N+](=O)[O-])c2C)cc1,-18,-7,2,0,-2,13,4,-1,-10
O=S(c1ccsc1)c1ccsc1,0,-11,-5,-4,5,-9,6,-2,5
COC(=O)c1csc2c(C(F)(F)F)cc(N3CCN(C(=O)Nc4ccccc4)CC3)nc12,27,3,23,nt,9,-14,1,8,8
Cn1c(C(=O)N2CCN(c3ccc(Cl)cc3)CC2)cc2c(=O)[nH]c3ccccc3c21,1,-19,4,0,7,3,4,2,-9
O=C(COc1ccc2c(c1)CCC2)NCc1ccccc1,2,-2,-1,2,-3,-5,-1,-4,-9
